Compound activity deposited in PubChem BioAssay by several laboratories.
KCC2 mod: KCC2 (human) Cl- transport modulation; KCC2 cells, thallium flux FluoZin-2 fluorescence; B-score of Tl+ flux slope (higher = more flux/activation; lower = inhibition) at 10 µM; actives 2.2% (n = 190,000);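 active means thallium flux slope and its plate-corrected score both differing from the plate sample mean at a set confidence after two filtering rounds, in either direction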;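 further: slope of fluorescence scaled to starting intensity during 10 to 20 s after thallium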
Calpain2 inh: inhibitors of pig calpain II. purified calpain II, fluorogenic peptide substrate, 30 min. actives 0.37% (n = 220,000). AID 1236. inhibition, % at 16 µM;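 active means inhibition above about 50%, limit read from the data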
PPC-1+TRAIL kill: PPC-1 cancer cell killing with TRAIL present. PPC-1 cells + TRAIL, ATPLite viability luminescence. cell killing (% activity), % at 4 µM. actives 0.41% (n = 220,000). AID 1443;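 active means cell killing above 50% in the first pass at 4 µM, then a duplicate retest at 5 µM averaging 50% or more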;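 further: plate controls were cells with TRAIL plus DMSO for no effect and medium-only wells lacking cells for full effect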
Furin inhibitor: blocks human furin protease activity; P09958; inhibition, % at 30 µM; actives 0.061% (n = 220,000); purified furin, fluorogenic substrate cleavage; in the data active means inhibition above about 25%; further: inactives centre near -15
EBV gp42 inh: inhibitors of Epstein-Barr virus glycoprotein 42. Q1HVG2. Fluorescence polarization binding assay, mP read-out. inhibition, % (tested at 21.74 µM). AID 1085. actives 0.42% (n = 220,000); in the data active means inhibition above about 50%
Target sequence (Q1HVG2 whole entry, looked up): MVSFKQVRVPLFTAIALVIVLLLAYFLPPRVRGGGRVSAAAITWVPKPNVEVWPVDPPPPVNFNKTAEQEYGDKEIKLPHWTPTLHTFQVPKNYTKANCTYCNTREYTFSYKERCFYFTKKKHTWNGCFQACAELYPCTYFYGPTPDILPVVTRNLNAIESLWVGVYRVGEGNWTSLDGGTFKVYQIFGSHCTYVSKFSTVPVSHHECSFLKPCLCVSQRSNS
Tb hexokinase: blocks Trypanosoma brucei hexokinase 1 activity | recombinant TbHK1, G6PDH-coupled NADH A340 | actives 0.11% (n = 220,000) | inhibition, % at 10 µM;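 active means inhibition of 50% or more in the single-dose primary screen; inactive means inhibition below 50%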
zfTRPN1 agonist: agonists of zebrafish TRPN1 channel. AID 1424. activation, % at 3 µM. actives 0.18% (n = 220,000). HEK293 zebrafish TRPN1-YFP, Fluo-8 calcium fluorescence; 100% = response to 87 µM carbachol;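 active means activation above its plate's cutoff, the mean activation of test wells on that plate plus 3 SD, cut at about 19% in these data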;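 further: 0% = DMSO alone and 100% = 87 µM carbachol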
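Material: zebrafish TRPN1-YFP in HEK293 cells; Doses: single test compound dose, 3 µM nominal, 0.3% DMSO; Timing: dye loading 1 h at 37 °C, then 30 min room temperature; Technique: intracellular calcium fluorescence with Fluo-8; Benchmarks: high carbachol 87 µM, low DMSO alone.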
TRPML3 agonist: human mucolipin-3 channel agonism | Q8TDD5 | HEK293 TRPML3-YFP, Fluo-8 calcium fluorescence; 100% = the carbachol control signal | activation, % at 3 µM | actives 0.29% (n = 220,000) | AID 1448;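 active means activation above its plate's cutoff, the mean activation of the plate's test wells plus 3 SD, cut at about 12% in these data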;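 further: 0% = DMSO only wells and 100% = carbachol wells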
Target sequence (Q8TDD5 whole entry, looked up): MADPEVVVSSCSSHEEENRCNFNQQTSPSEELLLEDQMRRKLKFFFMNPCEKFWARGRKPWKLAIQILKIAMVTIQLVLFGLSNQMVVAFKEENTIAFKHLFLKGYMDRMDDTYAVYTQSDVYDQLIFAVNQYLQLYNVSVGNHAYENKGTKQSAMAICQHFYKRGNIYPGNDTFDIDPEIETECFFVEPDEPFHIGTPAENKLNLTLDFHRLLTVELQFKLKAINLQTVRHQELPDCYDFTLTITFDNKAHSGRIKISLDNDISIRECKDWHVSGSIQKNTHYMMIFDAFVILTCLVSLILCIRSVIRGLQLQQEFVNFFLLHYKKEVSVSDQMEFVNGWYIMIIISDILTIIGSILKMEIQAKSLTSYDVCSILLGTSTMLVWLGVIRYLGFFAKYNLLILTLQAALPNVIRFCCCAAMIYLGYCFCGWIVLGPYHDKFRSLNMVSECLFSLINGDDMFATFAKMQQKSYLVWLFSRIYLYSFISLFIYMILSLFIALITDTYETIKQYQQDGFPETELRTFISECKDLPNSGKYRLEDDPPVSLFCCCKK
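Material: TRPML3-YFP stable HEK293 cells | Dosing: One concentration, 3 µM nominal, 0.3% DMSO | Timing: 125 s total fluorescence read per well | Technique: Fluo-8 calcium dye fluorescence, ex 470-495, em 515-575 nm | Measure: Percent activation from peak-to-basal fluorescence ratio, scaled between DMSO and carbachol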
thrombin 1536: inhibitors of human thrombin | P00734 | alpha-thrombin, Boc-VPR-AMC fluorogenic substrate cleavage | inhibition, % at 5 µM | actives 0.26% (n = 220,000) | AID 1046;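 active means inhibition at or above 40%; inactive means inhibition below 40%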;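 further: 0% = enzyme with no compound and 100% = wells without enzyme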
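Material: human alpha-thrombin enzyme / Medium: pH 7.5 Tris (50 mM) with NaCl 150 mM, Tween 20 0.05% / Compound: single-point dosing at 5 µM, 0.2% DMSO / Incubation: enzyme reaction carried out at room temperature / Detection: AMC fluorescence, 355/460 nm / Read-out basis: percent inhibition scaled between no-compound controls and no-enzyme blanks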
* = called active by the depositor; / = no result given; [ ] = dose if it differs, or a comment.

SMILES	KCC2 mod	Calpain2 inh	PPC-1+TRAIL kill	Furin inhibitor	EBV gp42 inh	Tb hexokinase	zfTRPN1 agonist	TRPML3 agonist	thrombin 1536
COCc1cc(C)nc(OCC(=O)N/N=C/c2ccco2)c1C#N	0.66	-48	13	-30	-8	-28	1.0	1.0	3
CSCCC(NC(=O)c1ccc(Cl)cc1)C(=O)OCC(=O)c1ccc[nH]1 (stereo not drawn)	-0.34	12	29	-5	-15	0	1.0	-0.2	-4
Cc1cccc(Cn2c(SCCN3CCCCC3)nc3c2c(=O)[nH]c(=O)n3C)c1	-0.61	10	-1	-18	-9	0	/	/	-3
CC1CN(S(=O)(=O)c2ccc(NC(=O)c3ccco3)cc2)CC(C)O1 (stereo not drawn)	0.0047	-4	20	-7[20 µM]	-16	-3	0.3	0.5	4
CC(=O)n1cc([C@H]2C=C(C(=O)N3CCN(Cc4ccccc4)CC3)O[C@@H](OCCCCO)C2)c2ccccc21	-1.6	-25	-22	-4	-14	-18	0.3	-0.4	1
CSc1ccc(/C=N\NC(=O)CC(=O)NC(C)C)cc1	0.38	-18	7	-13	6	-23	-1.9	0.7	3
CSc1ccc(NC(=O)c2cccnc2)cc1C#N	-1.3	19	0	-15	-5	1	1.7	1.0	-3
COc1cc(OC)cc(C(=O)N(Cc2cc3cc(C)ccc3[nH]c2=O)C(C)C)c1	/	27	2	-24	2	-14	0.6	-0.7	-6
CC(=O)c1c[nH]c(C(=O)NCC2CCCO2)c1 (stereo not drawn)	/	-14	8	-20[20 µM]	-11	-2	1.5	2.6	-2
CNCCC=C1c2ccccc2CCc2ccccc21	-0.11	-10	13	-17	-6	1	-0.9	1.0	-2
O=C(NCC1CCCO1)c1cc(C(=O)C2CCCCC2)c[nH]1 (stereo not drawn)	0.9	-21	18	-3	8	-4	-0.3	0.7	-8
O=C(NNC(=O)c1ccccc1-n1cccc1)c1ccccc1	1.2	2	4	-19[20 µM]	-19	-5	1.3	-0.2	1
Cc1csc(NC(=O)CCc2c(C)nc3cc(-c4ccc(Cl)cc4)nn3c2C)n1	0.77	-138	21	-8	8	-2	0.7	0.3	9
O=C(CSc1nc2ncccc2[nH]1)Nc1ccc2c(c1)OCCO2	-0.52	2	12	-13[20 µM]	-14	-9	-0.5	0.3	-9
Fc1ccc(CSc2ccc3nnc(-c4cccnc4)n3n2)cc1	-1	-4	7	-19	-3	-5	-1.0	0.4	-10
OCCCN1c2ccccc2Nc2nnc(-c3ccccc3)cc21	-3	9	30	-14	-20	3	-0.3	0.5	0
COCCn1nnnc1C(c1ccc(OC)cc1OC)N1CCN(c2ccccc2)CC1 (stereo not drawn)	-0.12	4	42	-26	-15	-1	-0.1	-0.1	-2
CN(C(=O)C12CC3CC(CC(C3)C1)C2)C1(C)CCS(=O)(=O)C1 (stereo not drawn)	0.28	-8	41	-14[20 µM]	-10	3	1.2	0.2	-5
OCCCNCc1ccc(-c2ccccc2)cc1	0.67	15	23	-16	-1	3	2.7	1.8	-3
CC(C)NC(=O)c1cc2c(s1)CCCC2	-0.55	20	22	-8[20 µM]	-15	4	-0.1	-0.3	3
Cc1csc(NC(=O)CSc2nnc(-c3cc(C)on3)o2)n1	0.91	-14	3	-19	-27	12	0.5	0.3	1
CC(=O)N1CCC(=O)N(C(C)C)c2ccccc21	/	5	-3	-12	-12	36	-0.3	0.3	2
O=C(COC(=O)c1ccc([N+](=O)[O-])o1)c1ccccc1	0.6	-42	13	-20	0	-11	0.5	0.8	-2
Cc1ccc(S(=O)(=O)NCCSc2ncccn2)cc1	-0.11	-16	/	-17	-16	4	-0.4	1.3	1
COc1ccc(OC)c2c1CC(C)(C)NC2=O	0.28	-344	13	-34	-10	-14	-0.1	1.3	-2
O=C(NCC1CCCO1)c1cncc(Br)c1 (stereo not drawn)	0.93	11	4	-20	-18	-2	0.9	0.8	-7
CC1(C)CC(=O)C=C(NCCc2ccc(S(N)(=O)=O)cc2)C1	0.23	-8	-2	-7	-22	12	0.7	1.1	4
O=C(Cn1c(=O)n(-c2ccc(F)cc2)c(=O)c2sccc21)N1CCCC1	/	-12	2	-6	-12	-2	0.9	-0.2	1
COc1cc2c(cc1OC)C(C)N(C(=O)Cn1ncc3c1-c1ccccc1OC3)CC2 (stereo not drawn)	-0.8	-16	1	-9	-5	-5	0.5	1.1	1
Cn1cc(S(=O)(=O)NCc2cccs2)c(=O)n(C)c1=O	0.47	8	19	-25	-16	-9	0.9	1.4	-1
C=CCNC(=O)N1CCC(CO)(Cc2ccc(Cl)cc2)CC1	/	18	9	-11	0	6	-1.5	0.6	-11
CN(C)C(=O)N1CCN(C(=O)N(C)C)CC1	0.28	-7	14	-16	-3	2	1.7	0.7	-2
CC(C)CNC(=O)C1CCN(Cc2ccc(OCc3ccccc3)cc2)CC1	0.52	24	20	-14	-9	15	2.3	1.2	-2
C=CCN1C(=O)C(Cc2cccc(Cl)c2)S/C1=N/N=C/c1ccco1 (stereo not drawn)	/	-30	12	-24[20 µM]	-6	-10	1.4	-0.3	2
O=C(CSc1ccc(-c2ccccc2)nn1)NCC1CCCO1 (stereo not drawn)	/	-17	26	-21	-4	-4	1.2	0.5	2
O=C(NC1CCCCC1)c1ccccc1NC(=O)C1CC(=O)N(c2ccccc2)C1 (stereo not drawn)	0.22	-19	15	-17[20 µM]	-5	0	0.7	1.1	2
Cc1cccc(NC(=S)N=Nc2c(O)[nH]c3ccccc23)c1	17*	-7	22	-22	-14	15	-1.2	0.1	4
COCCCn1cc(C(=O)c2cc(OC)ccc2OCC(=O)N2CCCCC2C)cc(C#N)c1=O (stereo not drawn)	0.59	-10	13	-9	-11	-20	-0.7	0.3	/
C/C(=N\NC(=O)c1ccc(COc2ccccc2)cc1)c1ccncc1	-0.071	-10	24	-26	-24	-4	1.0	1.5	4
COc1ccc(NC(=O)CC(CC(=O)O)c2cc(OC)c(OC)c(OC)c2)cc1 (stereo not drawn)	0.032	-60	7	-6	-13	-7	0.2	0.8	-6

Some of these compounds in order of the Tb hexokinase value, smallest number first.
| structure | KCC2 mod | Calpain2 inh | Furin inhibitor | EBV gp42 inh | Tb hexokinase | TRPML3 agonist | thrombin 1536 |
| --- | --- | --- | --- | --- | --- | --- | --- |
| COc1ccc(NC(=O)CC(CC(=O)O)c2cc(OC)c(OC)c(OC)c2)cc1 (stereo not drawn) | 0.032 | -60 | -6 | -13 | -7 | 0.8 | -6 |
| C/C(=N\NC(=O)c1ccc(COc2ccccc2)cc1)c1ccncc1 | -0.071 | -10 | -26 | -24 | -4 | 1.5 | 4 |
| CC(C)CNC(=O)C1CCN(Cc2ccc(OCc3ccccc3)cc2)CC1 | 0.52 | 24 | -14 | -9 | 15 | 1.2 | -2 |

Single entries from above.
thrombin 1536 result of O=C(NC1CCCCC1)c1ccccc1NC(=O)C1CC(=O)N(c2ccccc2)C1 (stereo not drawn) is entered as 2
Tb hexokinase result of CN(C)C(=O)N1CCN(C(=O)N(C)C)CC1 is entered as 2
Calpain2 inh result of COc1ccc(NC(=O)CC(CC(=O)O)c2cc(OC)c(OC)c(OC)c2)cc1 (stereo not drawn) is entered as -60
KCC2 mod result of COCCCn1cc(C(=O)c2cc(OC)ccc2OCC(=O)N2CCCCC2C)cc(C#N)c1=O (stereo not drawn) is entered as 0.59
Calpain2 inh result of O=C(CSc1ccc(-c2ccccc2)nn1)NCC1CCCO1 (stereo not drawn) is entered as -17

Structural class: the compounds so far containing a furan ring, fused or not (four)
SMILES	KCC2 mod	Calpain2 inh	PPC-1+TRAIL kill	Furin inhibitor	EBV gp42 inh	Tb hexokinase	zfTRPN1 agonist	TRPML3 agonist	thrombin 1536
COCc1cc(C)nc(OCC(=O)N/N=C/c2ccco2)c1C#N	0.66	-48	13	-30	-8	-28	1.0	1.0	3
CC1CN(S(=O)(=O)c2ccc(NC(=O)c3ccco3)cc2)CC(C)O1 (stereo not drawn)	0.0047	-4	20	-7[20 µM]	-16	-3	0.3	0.5	4
O=C(COC(=O)c1ccc([N+](=O)[O-])o1)c1ccccc1	0.6	-42	13	-20	0	-11	0.5	0.8	-2
C=CCN1C(=O)C(Cc2cccc(Cl)c2)S/C1=N/N=C/c1ccco1 (stereo not drawn)	/	-30	12	-24[20 µM]	-6	-10	1.4	-0.3	2

New compounds follow.
SMILES	KCC2 mod	Calpain2 inh	PPC-1+TRAIL kill	Furin inhibitor	EBV gp42 inh	Tb hexokinase	zfTRPN1 agonist	TRPML3 agonist	thrombin 1536
Cc1c([N+](=O)[O-])c(C/C=N/O)nn1C	-0.13	-14	16	-30	-4	-8	-0.6	0.9	-5
Cc1ccccc1N(CC(=O)O)S(C)(=O)=O	0.48	23	18	-12[20 µM]	-6	10	-1.7	0.6	-4
Cc1cc(C)nc(-n2nc(C)c3c(C(F)(F)F)cc(=O)[nH]c32)n1	0.31	-1	1	-12[20 µM]	-18	-12	1.2	0.0	-1
O=C(NCC(=O)N1CCCC1)c1cccs1	-0.52	-38	-16	-19[20 µM]	1	-1	0.3	0.2	-4
Cc1ccc(N2CCN(C(=O)c3ccccc3F)CC2)c(C)c1	-0.14	-4	-3	-16	-9	-2	0.5	1.2	-5
Cc1sc2nc(SCc3nc(-c4ccccc4)no3)n(-c3ccccc3)c(=O)c2c1C	0.58	-31	7	-16[20 µM]	-39	-13	0.1	0.9	2
S=C(NCC(c1ccco1)N1CCCC1)Nc1ccccc1 (stereo not drawn)	-0.63	-13	-9	-31	-8	0	-0.6	0.4	-2
COC(=O)CCC(=O)N1CCc2cc(S(=O)(=O)N3CCN(c4ccccc4Cl)CC3)ccc21	/	-24	-12	-17	-9	-19	0.2	0.6	-3
CC(CCc1ccccc1)NC(=O)COC(=O)CC1CC2CCC1C2 (stereo not drawn)	-1.7	-6	14	-17	-19	-6	-2.6	-0.4	-7
CCOc1ccccc1N1CCN(C(=O)CCCc2nc3ccccc3s2)CC1	-2.9	24	8	-6	-19	-5	-0.4	-0.3	1
CCC(C)OC(=O)C1C(c2ccccc2)C(C(=O)O)C1c1ccccc1 (stereo not drawn)	/	-2	2	-15[20 µM]	-16	-9	0.2	0.7	-5
COc1ccc(NC2=Nc3ccccc3N3C2=Nc2c(c(C)nn2-c2ccc(C)cc2)C3c2cccnc2)cc1 (stereo not drawn)	/	-188	11	-20[20 µM]	35	-22	-0.9	0.6	4
